High-throughput results from PubChem.
CHT inh – inhibitors of human choline transporter CHT | High affinity choline transporter 1 (Homo sapiens), Q9GZV3 | CHT-expressing cells, membrane potential dye, choline response; hits give low values | B-score at 10 µM | actives 0.86% (n = 310,000) | AID 488975, 2010;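 active means B-score over 3 SD under the library average, and starting fluorescence ratio not unusually high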;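 further: choline stimulus applied at its EC90 after an EC20 pre-addition; B-score computed on integrated fluorescence ratio after choline addition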
Target sequence (Q9GZV3 whole entry, looked up): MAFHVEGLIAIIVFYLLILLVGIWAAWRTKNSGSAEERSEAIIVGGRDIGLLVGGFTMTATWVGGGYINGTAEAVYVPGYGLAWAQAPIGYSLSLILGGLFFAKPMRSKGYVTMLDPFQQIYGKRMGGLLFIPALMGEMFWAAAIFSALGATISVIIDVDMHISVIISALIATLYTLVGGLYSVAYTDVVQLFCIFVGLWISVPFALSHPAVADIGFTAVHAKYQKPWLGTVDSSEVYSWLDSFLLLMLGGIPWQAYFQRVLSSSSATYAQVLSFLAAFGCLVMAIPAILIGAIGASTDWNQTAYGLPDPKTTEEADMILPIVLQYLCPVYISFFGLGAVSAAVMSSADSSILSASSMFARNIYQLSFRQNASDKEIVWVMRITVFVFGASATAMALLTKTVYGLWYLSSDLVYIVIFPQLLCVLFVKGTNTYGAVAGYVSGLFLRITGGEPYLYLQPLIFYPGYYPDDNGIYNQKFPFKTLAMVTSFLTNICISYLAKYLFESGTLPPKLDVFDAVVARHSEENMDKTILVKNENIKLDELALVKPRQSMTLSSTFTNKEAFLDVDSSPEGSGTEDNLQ
STK33 inh – inhibitors of purified STK33 kinase, primary screen, biochemical, ADP-Glo luminescence, homogeneous, cell-free. inhibition, % at 10 µM. Serine/threonine-protein kinase 33 (Homo sapiens), Q9BYT3. MBP phosphorylation. AID 2661, 2010. actives 0.073% (n = 320,000);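 active means inhibition at or above 25%, using the most active replicate where run in duplicate; inactive means inhibition below 25%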
Target sequence (Q9BYT3 whole entry, looked up): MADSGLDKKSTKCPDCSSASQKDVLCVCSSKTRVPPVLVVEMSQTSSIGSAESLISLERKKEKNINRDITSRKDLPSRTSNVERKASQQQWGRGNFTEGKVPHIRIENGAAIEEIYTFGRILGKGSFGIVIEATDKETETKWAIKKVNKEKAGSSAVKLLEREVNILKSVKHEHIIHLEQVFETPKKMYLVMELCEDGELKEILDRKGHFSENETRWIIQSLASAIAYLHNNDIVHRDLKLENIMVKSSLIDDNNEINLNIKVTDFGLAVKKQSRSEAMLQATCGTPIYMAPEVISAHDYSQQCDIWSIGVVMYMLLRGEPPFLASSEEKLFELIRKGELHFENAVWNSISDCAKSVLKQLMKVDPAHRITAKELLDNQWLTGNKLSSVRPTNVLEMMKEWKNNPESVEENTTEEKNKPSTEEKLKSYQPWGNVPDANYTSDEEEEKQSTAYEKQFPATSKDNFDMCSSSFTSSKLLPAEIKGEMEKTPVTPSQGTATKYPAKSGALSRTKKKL
CHT PAM – CHT positive allosteric modulators, primary screen, cell-based, membrane potential dye, choline EC20; B-score at 10 µM; actives 0.49% (n = 310,000); CHT-expressing cells; hits give high values; LV-AA mutant CHT in HEK293 cells;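 active means initial fluorescence not abnormally high and integrated response B-score, plate-corrected, over 3 SD above library mean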
Numbers without * were called inactive.

Screening CCOC(=O)C1CCN(C(=O)COc2ccc(Cl)cc2Cl)CC1 returned CHT inh inactive, STK33 inh -1.8 and CHT PAM inactive.
Screening O=C(Cn1nnc2c(cnn2-c2ccc(F)cc2)c1=O)Nc1ccccc1C(F)(F)F returned CHT inh inactive, STK33 inh -0.7 and CHT PAM inactive.
`CC1(C)c2[nH]c3ccccc3c2C[C@H]2C(=O)N(Cc3ccccc3)C(=O)N21` gave CHT inh inactive, STK33 inh -0.6 and CHT PAM inactive.
`CC12CCC(C(=O)N(CSC(=S)N/N=C\c3ccccc3)C1=O)C2(C)C` (stereo not drawn) gave CHT inh inactive, STK33 inh 7.1 and CHT PAM inactive.
Cc1oc(S(=O)(=O)N2CCCCC2)cc1NC(=O)Nc1ccc(Cl)cc1 was read as CHT inh inactive, STK33 inh -1.3 and CHT PAM inactive.
Screening CC1CCCN(C(=O)c2ccc(OC3CCN(CCc4ccccc4)CC3)cc2)C1 (stereo not drawn) returned CHT inh inactive, STK33 inh -2.2 and CHT PAM inactive.
Screening COCCCn1c(=O)c2ccccc2n(Cc2cc(C(=O)OC)ccc2OC)c1=O returned CHT inh inactive, STK33 inh -0.2 and CHT PAM inactive.
CN(Cc1ccc(F)cc1)C(=O)c1cccc(S(=O)(=O)N2CCN(c3ccccc3)CC2)c1 was read as CHT inh inactive, STK33 inh 0.9 and CHT PAM inactive.
O=C(Cn1ncc2c(=O)oc3ccccc3c21)NCC1CCCO1 (stereo not drawn) was read as CHT inh inactive, STK33 inh -0.9 and CHT PAM inactive.
Screening Cc1cnnn1-c1ccc([N+](=O)[O-])cc1 returned CHT inh inactive, STK33 inh 2.5 and CHT PAM inactive.
Screening Cc1nnsc1C(=O)NC1CCCCC1 returned CHT inh inactive, STK33 inh -0.8 and CHT PAM inactive.
Screening CC(=O)c1cc(-c2ccccc2)n(CCC(=O)NCc2cccs2)c1C returned CHT inh inactive, STK33 inh -2.2 and CHT PAM inactive.
CCOP(=O)(c1ccc(N(C)C)cc1)C(O)c1ccc(C)cc1 (stereo not drawn) was read as CHT inh inactive, STK33 inh -0.1 and CHT PAM inactive.
`N#Cc1ccc(-c2ccc(Cl)cc2)nc1SCC(=O)c1cccc(Cl)c1` gave CHT inh inactive, STK33 inh 5.4 and CHT PAM inactive.
Screening COc1ccc(-c2nnc(SCC(=O)N3CCCCC3)o2)c(OC)c1 returned CHT inh inactive, STK33 inh 0.6 and CHT PAM inactive.
Cc1occc1C(=O)N(C)Cc1nc(-c2ccccc2)no1 was read as CHT inh inactive, STK33 inh -0.9 and CHT PAM inactive.
`COc1ccc(-c2csc3ncnc(N4CCN(S(=O)(=O)c5ccc(C)c(C)c5)CC4)c23)cc1` gave CHT inh inactive, STK33 inh 0.2 and CHT PAM inactive.
For COCc1ccc(CN2CCC(C(=O)Nc3cccc(-c4cscn4)c3)CC2)o1 the results were CHT inh inactive, STK33 inh -0.3 and CHT PAM inactive.
For COc1ccc(NC(=O)C/C(C)=N/NC(=O)c2cnccn2)c(OC)c1 the results were CHT inh inactive, STK33 inh 1.4 and CHT PAM inactive.
`COc1ccc(-c2cc(N)n(CCC#N)n2)c(OC)c1` gave CHT inh inactive, STK33 inh -0.3 and CHT PAM inactive.
Screening COc1ccc(NC(=S)N2CCN(Cc3ccc(C)cc3)CC2)cc1 returned CHT inh inactive and CHT PAM inactive.
Screening CC(C(=O)Nc1cccc(Br)c1)c1ccc([N+](=O)[O-])cc1 (stereo not drawn) returned CHT inh inactive, STK33 inh -0.8 and CHT PAM inactive.
Screening CCOC(=O)CNC(=O)CSc1ncnc2c1cnn2-c1ccc(OC)cc1 returned CHT inh inactive, STK33 inh 2.1 and CHT PAM inactive.
COc1ccccc1/C=C/C1=NC(=C\N(C)C)/C(=O)O1 was read as CHT inh inactive, STK33 inh -0.3 and CHT PAM inactive.
For CCCS(=O)(=O)N1CCN=C1SCc1cccc2ccccc12 the results were CHT inh inactive, STK33 inh 1.1 and CHT PAM inactive.
`Cc1nnc2ccc(-c3ccc(NC(=O)c4ccco4)cc3)nn12` gave CHT inh inactive, STK33 inh -1.3 and CHT PAM inactive.
Screening Cc1ccc(Cn2cc(C(=O)NN)c(=O)c3ccc(F)cc32)cc1 returned CHT inh inactive, STK33 inh 0.3 and CHT PAM inactive.
Cc1ccccc1C(=O)Nc1ccc2c(c1)nc(CCNC(=O)c1ccco1)n2C was read as CHT inh inactive, STK33 inh -1.9 and CHT PAM inactive.
Screening C#CCOc1ccc(C2C(C#N)=C(N)Oc3cc(O)ccc32)cc1 (stereo not drawn) returned CHT inh inactive, STK33 inh 0.2 and CHT PAM inactive.
Screening COC(=O)Cc1ccc(NC(=S)N2CCN(c3cc(Cl)ccc3C)CC2)cc1 returned CHT inh inactive, STK33 inh -0.8 and CHT PAM inactive.
`COc1cccc(NS(=O)(=O)c2c(C(=O)N3CCCCCC3)c(C)n(C)c2C)c1` gave CHT inh inactive, STK33 inh -1.0 and CHT PAM inactive.
For COc1ccc(CNc2ncnc3ccccc23)cc1 the results were CHT inh inactive, STK33 inh 0.9 and CHT PAM inactive.
`COc1ccc(CNC(=O)c2ccc(Cn3nc(C)c([N+](=O)[O-])c3C)o2)cc1` gave CHT inh inactive, STK33 inh 1.6 and CHT PAM inactive.
`CC(C)(C)NC(=O)COC(=O)CCC(=O)c1ccc(F)cc1` gave CHT inh inactive, STK33 inh -0.6 and CHT PAM inactive.
Screening COc1ccc(OC)c(C(=O)COC(=O)c2c(OC)cccc2OC)c1 returned CHT inh inactive, STK33 inh -2.1 and CHT PAM inactive.
Screening COc1cccc(OCC(O)CN(CCO)Cc2ccccc2)c1 (stereo not drawn) returned CHT inh inactive, STK33 inh -1.5 and CHT PAM inactive.
`O=C(Cn1nnc2ccccc2c1=O)N1CCCc2ccccc21` gave CHT inh inactive, STK33 inh -0.1 and CHT PAM inactive.
Screening CC(=O)Nc1ccc(Nc2ncnc3c2cnn3-c2cccc(C)c2)cc1 returned CHT inh inactive, STK33 inh 1.0 and CHT PAM inactive.
`COC(=O)[C@@]1(Cc2ccc(F)cc2)[C@H]2c3cc(C(=O)N4CCCC4)n(CCc4ccc(O)c(O)c4)c3C[C@H]2CN1C(=O)c1ccccc1` gave CHT inh inactive, STK33 inh -0.8 and CHT PAM inactive.
For COc1ccccc1N(CC(=O)Nc1ccc(S(=O)(=O)N2CCOCC2)cc1)S(C)(=O)=O the results were CHT inh inactive, STK33 inh -0.8 and CHT PAM inactive.
Screening COc1cc(C(=O)Nc2nc3ccccc3[nH]2)cc(OC)c1OC returned CHT inh inactive, STK33 inh 8.8 and CHT PAM inactive.
Screening CSc1nc(NC(C)C)nc(N2CCOCC2)n1 returned CHT inh inactive, STK33 inh -2.2 and CHT PAM inactive.
For COc1ccc(CNC(=O)C(C)N2CCN(c3ccc(C(C)=O)cc3)CC2)cc1 (stereo not drawn) the results were CHT inh inactive, STK33 inh 0.7 and CHT PAM inactive.
`O=C(OCCOCCN=C1NS(=O)(=O)c2ccccc21)c1ccccc1Br` gave CHT inh inactive, STK33 inh 2.0 and CHT PAM inactive.
`Cc1c(C(=O)N2CCCCC2)c(S(=O)(=O)N(C)Cc2ccccc2)c(C)n1C` gave CHT inh inactive, STK33 inh 4.3 and CHT PAM inactive.
For O=C(C1CCN(S(=O)(=O)c2cccs2)CC1)N1CCc2ccccc2C1 the results were CHT inh inactive, STK33 inh -0.8 and CHT PAM inactive.
For Nc1nc(NC(=O)/C=C/c2ccccc2)nn1-c1ccccc1 the results were CHT inh inactive, STK33 inh 3.5 and CHT PAM inactive.
For COc1cc(C(C)=O)ccc1O the results were CHT inh inactive, STK33 inh 0.3 and CHT PAM inactive.
COC(=O)c1[nH]c2cccc(OC)c2c1NC(=O)CCN1CC(C)CC(C)C1 (stereo not drawn) was read as CHT inh inactive, STK33 inh -1.1 and CHT PAM inactive.
NS(=O)(=O)c1ccc(-n2nc(C(=O)O)cc2-c2ccc(Cl)cc2)cc1 was read as CHT inh inactive, STK33 inh -2.4 and CHT PAM inactive.
O=S(=O)(Nc1nc2ccccc2nc1NCC1CCCO1)c1cccs1 (stereo not drawn) was read as CHT inh inactive, STK33 inh -1.0 and CHT PAM inactive.
`Nc1nc(N2CCN(c3cccc(Cl)c3)CC2)n[nH]1` gave CHT inh inactive, STK33 inh -1.6 and CHT PAM inactive.
Screening CCN(CCn1cccn1)C(=O)CCc1nnc(CCCc2ccccc2)o1 returned CHT inh inactive, STK33 inh -2.3 and CHT PAM inactive.
`CCC(C)(C)C1CCc2[nH]nc(C(=O)NC3CCCC3)c2C1` (stereo not drawn) gave CHT inh inactive, STK33 inh -0.1 and CHT PAM inactive.
Cc1cccc(C(=O)n2cnnc2N)c1 was read as CHT inh inactive, STK33 inh 1.0 and CHT PAM inactive.
CC1CCCN(c2ccc3nncn3n2)C1 (stereo not drawn) was read as CHT inh inactive, STK33 inh -0.3 and CHT PAM inactive.
For COc1ccccc1C(=O)NCCC(=O)NC(C)CCc1ccccc1 (stereo not drawn) the results were CHT inh inactive, STK33 inh 0.1 and CHT PAM inactive.
Screening Cc1ccc(S(=O)(=O)CCC(=O)OCC(=O)Nc2ccc(N3CCOCC3)cc2)cc1 returned CHT inh inactive, STK33 inh -1.0 and CHT PAM inactive.
`COc1ccc(-c2cnnc(N/N=C/c3ccc(O)c(OC)c3)n2)cc1` gave CHT inh inactive, STK33 inh 0.5 and CHT PAM inactive.
For COc1ccc(NS(=O)(=O)c2cccc(C(=O)N3CCC3)c2)cc1 the results were CHT inh inactive, STK33 inh -1.7 and CHT PAM inactive.
CN(C)C(=O)c1ccc2c(c1)n(C)c(=O)n2C was read as CHT inh inactive, STK33 inh -0.7 and CHT PAM inactive.
For CC(=O)c1ccc(-c2nnc(CCC(=O)N(C)Cc3cnc4ccccn34)o2)s1 the results were CHT inh inactive, STK33 inh 0.9 and CHT PAM inactive.
`CCc1c(C(=O)N2CCCN(C)CC2)csc1C` gave CHT inh inactive, STK33 inh -0.4 and CHT PAM inactive.
For COc1ccc(C(=O)NC(=S)N2CCOCC2)cc1Br the results were CHT inh inactive, STK33 inh -2.5 and CHT PAM inactive.
COc1ccc(COCC(O)CN(Cc2ccccc2)C(C)C)cc1OC (stereo not drawn) was read as CHT inh inactive, STK33 inh 0.4 and CHT PAM inactive.
Screening O=C(CSc1nnc(-c2ccco2)o1)c1ccc(O)cc1O returned CHT inh inactive, STK33 inh -1.0 and CHT PAM inactive.
For CC(=O)N/C(=C\c1ccccc1)C(=O)OCC(=O)NC1CCCC1 the results were CHT inh inactive, STK33 inh -1.4 and CHT PAM inactive.
Screening O=C(/C=C/c1ccccc1Cl)Nc1ccc(Cl)cn1 returned CHT inh inactive, STK33 inh 0.4 and CHT PAM inactive.
O=S(=O)(NN=C1CCCCC1)c1ccccc1 was read as CHT inh inactive, STK33 inh 0.7 and CHT PAM inactive.
For Brc1ccc(-c2nc(-c3ccccc3)no2)o1 the results were CHT inh inactive, STK33 inh -0.1 and CHT PAM inactive.
`CCCCCOc1ccc(Cl)cc1CN1CCOCC1` gave CHT inh inactive, STK33 inh -1.2 and CHT PAM inactive.
C=CCOc1ccccc1CN1CCCCCC1 was read as CHT inh inactive, STK33 inh -0.2 and CHT PAM inactive.
`OCC[C@@H]1C[C@H](O)[C@@H](O)[C@]2(CCCc3ccccc3O2)O1` gave CHT inh inactive, STK33 inh 0.6 and CHT PAM inactive.

Copied from above, 15 compounds:
`COc1ccc(-c2cnnc(N/N=C/c3ccc(O)c(OC)c3)n2)cc1` gave CHT inh inactive, STK33 inh 0.5 and CHT PAM inactive.
For COc1ccc(NS(=O)(=O)c2cccc(C(=O)N3CCC3)c2)cc1 the results were CHT inh inactive, STK33 inh -1.7 and CHT PAM inactive.
CN(C)C(=O)c1ccc2c(c1)n(C)c(=O)n2C was read as CHT inh inactive, STK33 inh -0.7 and CHT PAM inactive.
For CC(=O)c1ccc(-c2nnc(CCC(=O)N(C)Cc3cnc4ccccn34)o2)s1 the results were CHT inh inactive, STK33 inh 0.9 and CHT PAM inactive.
`CCc1c(C(=O)N2CCCN(C)CC2)csc1C` gave CHT inh inactive, STK33 inh -0.4 and CHT PAM inactive.
For COc1ccc(C(=O)NC(=S)N2CCOCC2)cc1Br the results were CHT inh inactive, STK33 inh -2.5 and CHT PAM inactive.
COc1ccc(COCC(O)CN(Cc2ccccc2)C(C)C)cc1OC (stereo not drawn) was read as CHT inh inactive, STK33 inh 0.4 and CHT PAM inactive.
Screening O=C(CSc1nnc(-c2ccco2)o1)c1ccc(O)cc1O returned CHT inh inactive, STK33 inh -1.0 and CHT PAM inactive.
For CC(=O)N/C(=C\c1ccccc1)C(=O)OCC(=O)NC1CCCC1 the results were CHT inh inactive, STK33 inh -1.4 and CHT PAM inactive.
Screening O=C(/C=C/c1ccccc1Cl)Nc1ccc(Cl)cn1 returned CHT inh inactive, STK33 inh 0.4 and CHT PAM inactive.
O=S(=O)(NN=C1CCCCC1)c1ccccc1 was read as CHT inh inactive, STK33 inh 0.7 and CHT PAM inactive.
For Brc1ccc(-c2nc(-c3ccccc3)no2)o1 the results were CHT inh inactive, STK33 inh -0.1 and CHT PAM inactive.
`CCCCCOc1ccc(Cl)cc1CN1CCOCC1` gave CHT inh inactive, STK33 inh -1.2 and CHT PAM inactive.
C=CCOc1ccccc1CN1CCCCCC1 was read as CHT inh inactive, STK33 inh -0.2 and CHT PAM inactive.
`OCC[C@@H]1C[C@H](O)[C@@H](O)[C@]2(CCCc3ccccc3O2)O1` gave CHT inh inactive, STK33 inh 0.6 and CHT PAM inactive.
